FAS TE block: inhibitors of human fatty acid synthase thioesterase domain | recombinant FAS-TE, OMFH fluorogenic substrate, fluorescence endpoint | inhibition, % at 15 µM | actives 0.67% (n = 360,000) | AID 602261;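 active means compounds whose normalised, plate-corrected inhibition of enzyme fluorescence in the single-dose primary screen is 50% or more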;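 further: 0% = DMSO with enzyme and 100% = substrate without enzyme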
Rin1 Abl inh: inhibitors of human Rin1-Abl protein interaction; P00519+Q13671; TR-FRET Rin1/Abl binding, biochemical; inhibition, % at 7.35 µM; actives 0.4% (n = 360,000); in the data active means inhibition above about 5%, passing the limit was not always enough
SKN-1 block: C. elegans SKN-1 inhibition | C. elegans VP596 Pgst-4::GFP/RFP ratio, acrylamide-induced, 24 h | inhibition, % at 21.8 µM | AID 624304 | actives 0.49% (n = 360,000);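 active means interference check ratio from 0.5 to 1.5 plus GFP to RFP signal ratio inhibition reaching or exceeding a fixed threshold, cut at about 30% in these data, passing the limit was not always enough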; further: some compounds called inactive have numbers as strong as hits
MsrA act: activates bovine MsrA enzyme | actives 0.3% (n = 360,000) | activation, % at 10.6 µM | purified bovine MsrA, absorbance read-out; in the data active means activation above about 7.5%;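 further: 0% = vehicle and 100% = reference activator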
MsrA inh: bovine MsrA inhibition. actives 0.75% (n = 360,000). inhibition, % at 15.5 µM. purified bovine MsrA, absorbance read-out; in the data active means inhibition above about 4.5%;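 further: 0% = vehicle wells with enzyme and 100% = reference inhibitor wells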
NRP1-CendR mod: modulators of CendR peptide binding to human neuropilin-1; O14786; FAM-RPARPAR peptide binding to NRP-1, fluorescence polarization; inhibition, % at 25 µM; actives 0.85% (n = 360,000);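 active means inhibition or corrected inhibition above about 18%, plus a signal ratio from 0.5 to 1.5, limit read from the data, passing the limit was not always enough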; further: strong numbers were not always called active
MT1-MMP act inh: inhibitors of human MT1-MMP activation; GFP/RFP ratio change, % at 20 µM; actives 0.061% (n = 360,000); P50281; AID 651647; HT1080 RFP-PRO-GFP cells, GFP/RFP ratio fluorescence, overnight; percent of plate control window, DMSO zero;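 active means GFP/RFP ratio change of at least 30% with cell ATP level not reduced by more than half and red fluorescence within 50% of control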; further: strong numbers were not always called active
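Assay system: HT1080 RFP-PRO-GFP cells. Benchmarks: DMSO vehicle wells and RFP-L50D-GFP reporter cell wells. Times: overnight cell settling, then overnight compound exposure, 37 °C, 5% CO2. Compound: 20 µM single dose, 1% DMSO. Read-out basis: GFP/RFP fluorescence ratio.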
Neddyl block: cullin neddylation inhibition; P61081+Q13564; TR-FRET cullin neddylation, biochemical; calls only at 25 µM; actives 0.58% (n = 360,000); AID 651699; in the data active means inhibition above about 36%
E coli Lon inh: inhibitors of E. coli Lon protease | purified E. coli Lon protease, fluorescence polarization | inhibition, % at 7.94 µM | actives 0.42% (n = 360,000); in the data active means inhibition above about 13%, passing the limit was not always enough;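 further: 0% = enzyme with probe and DMSO and 100% = no enzyme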
Starred values were filed as active, the others as inactive; i = inactive; & = joins results of further samples.

SMILES	FAS TE block	Rin1 Abl inh	SKN-1 block	MsrA act	MsrA inh	NRP1-CendR mod	MT1-MMP act inh	Neddyl block	E coli Lon inh
CC(C)Oc1ccc(C2C(C(=O)c3ccco3)=C(O)C(=O)N2Cc2cccnc2)cc1 (configuration not stated)	9	1	20	0	0.8	2	6	i	2
COc1cccc(NC(=O)c2ccc(CN3CCN(c4ccccc4)CC3)cc2)c1	19	-3	-4	-1	0.3	-4	8	i	-1
CCOC(=O)N1CCN(C2=C(NS(=O)(=O)c3ccc(NC(C)=O)cc3)C(=O)c3ccccc3C2=O)CC1	1	1	-7	-4	-0.4	16	3	i	4
O=C1C(Cc2ccccc2)NC(=S)N1Cc1ccccc1 (configuration not stated)	1	3	16	-4	-1.0	12	2	i	-4
CC(C)c1nc2cc(Cl)ccc2n(Cc2ccccc2)c1=O	21	-1	14	0	-0.7	0	1	i	2
CC(=O)c1c(C)[nH]c(C(=O)OCC(=O)Nc2ccccc2Cl)c1C	0	5	-6	-4	-0.3	4	3	i	-6
COc1ccc(NC(=O)O/N=C/c2c(C)nn(C(C)(C)C)c2C)cc1	-2	-2	1	-3	-1.3	4	1	i	-1
C=CCN(c1ccc(C(=O)OC)cc1)S(=O)(=O)c1ccccc1	-7	-2	6	0	-0.4	-3	2	i	-6
CCN(CC)c1cc(Oc2ccccc2)ncn1	-12	2	18	-2	-0.8	-1	-5	i	-7
COCCN(C(=O)Cc1ccc(S(=O)(=O)N2CCOCC2)s1)c1c(N)n(CC(C)C)c(=O)[nH]c1=O	-5	1	2	-1	-0.3	7	-14	i	2
O=C(C[n+]1cccc(CNC(=O)c2ccc(OC(F)F)cc2)c1)Nc1cccc(C(F)(F)F)c1	-6	0	9	1	-1.0	8	-4	i	2
Cc1cc2oc(C(=O)Nc3c(C)n(C)n(-c4ccccc4)c3=O)c(C)c2cc1C	-5	-1	-3	0	0.9	14	23	i	-9
COc1ccc(-c2c(-c3ccccc3OC)sc3ccccc23)cc1C=O	18	2	30	-3	1.0	-2	2	i	-3
Cn1c(=NC(=O)c2ccc(S(=O)(=O)N3CCCc4ccccc43)cc2)sc2cc(S(C)(=O)=O)ccc21	83*	2	5	-5	1.1	2	6	i	-5
CCNC(=S)NNC(=O)c1cccn(Cc2ccc(Cl)cc2Cl)c1=O	-1	-3	13	0	1.2	16	6	i	6
COc1cc(C(=O)Nc2cc(-c3ccccc3)[nH]n2)cc(OC)c1OC	2	-2	-3	0	-0.7	-5	13	i	0
CCCc1cc(=S)n2c([nH]c3ccccc32)c1C#N	15	-2	-7	-5	0.5	-13	-3	i	-5
OC(CSc1ccccc1)CN1CCN(c2cccc(Cl)c2)CC1 (configuration not stated)	20	3	2	-6	0.7	11	1	i	-12
Cc1ncc(CN=Cc2ccc(Cl)cc2)c(N)n1	-8	-3	-15	-2	-0.2	5	-3	i	1
N=C1/C(=C/c2ccc(Br)o2)C(=O)N=C2SC(CC(=O)N3CCCC3)=NN12	-7	2	26	-2	0.5	-63	13	i	-154
Cc1ccc(-n2nnnc2SCC(=O)c2c(N)n(CC(C)C)c(=O)n(C)c2=O)cc1	-6	2	-13	-4	0.9	-15	3	i	-5
Clc1cc(Cl)cc(C2=NC(Cc3ccccc3)CO2)c1 (configuration not stated)	17	5	24	-12	0.8	-34	-1	i	7
CC(=O)N1CCc2cc(S(=O)(=O)NC(C(=O)Nc3nc(C)cs3)C(C)C)ccc21 (configuration not stated)	-6	-1	8	-2	-0.8	4	10	i	-2
Cc1c(NC(=O)Cc2cccs2)cccc1[N+](=O)[O-]	-1	1	3	-2	0.3	-3	0	i	-10
CC(C)c1ccc(NC(=S)N2CCN(Cc3ccccc3)CC2)cc1	12	0	-4	0	-0.9	2	-1	i	4
CC(C)NC(=O)Cn1cnc2c(cnn2-c2ccc(F)cc2)c1=O	-6	-1	2	-3	-0.9	14	-4	i	-7
COc1ccc(NC(=O)CN(C)C(=O)c2ccc(N3CCCCCC3)c([N+](=O)[O-])c2)cc1	5	-8	12	-2	0.8	0	7	i	-10
Cc1ccc(-c2cc(C(=O)Nc3cccnc3)c3ccccc3n2)o1	-5	0	-4	-12	1.2	-33	-17	i	-18
CCCN1CCN(C(=O)c2cc3c(s2)-c2ccccc2OC3)CC1	-5	-1	1	-7	4.1	8	0	i	-5
O=CN1CCN(c2ncnc3c2nnn3Cc2c(F)cccc2Cl)CC1	-3	1	-4	-4	0.4	11	-3	i	-6
CCN1CCN(c2c(Cl)cccc2NC(=O)c2ccc3nsnc3c2)CC1	6	-2	14	-3	-0.1	3	4	i	-1
COc1ccc(CNc2cccc3[nH]c(C(F)(F)F)nc23)cc1OC	2	3	4	1	0.4	5	-3	i	-14
NC(=O)c1ccc(NC(=O)COC(=O)c2cc3ccccc3cc2O)cc1	-6	1	6	-11	-0.9	-8	-4	i	-6
Cc1cccc(NC(=O)COC(=O)c2cccc3c2C(=O)c2ccccc2C3=O)c1C	23	-2	12	2	0.7	4	5	i	5
CCNC(=S)N1CCc2cc(OC)c(OC)cc2C1COc1ccc(F)cc1 (configuration not stated)	18	3	0	-3	-1.2	-4	3	i	0
Cc1ccsc1/C=N/NC(=O)CNC(=O)c1ccco1	-6	-1	-3	-5	3.4	-5	-2	i	-5
CCOc1ccccc1NC(=O)NNS(=O)(=O)c1cc(OC)ccc1OC	2	1	8	-3	0.4	12	-1	i	12
C(=N\n1cnnc1)/c1ccccn1	-8	0	-8	2	1.4	-10	3	i	-7
COc1ccc(-n2c(C)csc2=S)cc1	-4	-2	4	-1	0.6	4	5	i	10
CCCNC(=O)Nc1nnc(C2CC2)s1	-4	6	7	1	0.2	2	1	i	-6
O=C(CN1C(=O)C2CCCCN2C(=O)c2ccccc21)Nc1ccc(F)cc1 (configuration not stated)	-1	0	9	-1	-0.3	13	1	i	4
O=C(Cc1ccc(Cl)cc1)c1c[nH]c(C(=O)NCc2cccnc2)c1	-3	-1	2	-1	0.8	0	-2	i	-5
Cc1cccc(NC(=O)CNC(=O)Cn2cc(C(F)(F)F)cc(Cl)c2=O)c1C	-11	3	15	-4	0.3	3	11	i	8
O=C(/C=C/c1ccccc1)c1ccc2c3c(cccc13)CC2	27	0	5	-9	2.2	5	0	i	-2
OCCN(CCO)Cc1ccc(Br)cc1	-11	2	-1	-11	1.5	8	6	i	-2

2 entries from above, field by field:
Cc1cccc(NC(=O)COC(=O)c2cccc3c2C(=O)c2ccccc2C3=O)c1C
  FAS TE block: 23
  Rin1 Abl inh: -2
  SKN-1 block: 12
  MsrA act: 2
  MsrA inh: 0.7
  NRP1-CendR mod: 4
  MT1-MMP act inh: 5
  Neddyl block: i
  E coli Lon inh: 5

CCNC(=S)N1CCc2cc(OC)c(OC)cc2C1COc1ccc(F)cc1 (configuration not stated)
  FAS TE block: 18
  Rin1 Abl inh: 3
  SKN-1 block: 0
  MsrA act: -3
  MsrA inh: -1.2
  NRP1-CendR mod: -4
  MT1-MMP act inh: 3
  Neddyl block: i
  E coli Lon inh: 0

(cont.)
SMILES	FAS TE block	Rin1 Abl inh	SKN-1 block	MsrA act	MsrA inh	NRP1-CendR mod	MT1-MMP act inh	Neddyl block	E coli Lon inh
CCn1c(=O)cc(OCC(=O)Nc2ccc3c(c2)OCCO3)c2ccccc21	3	-5	8	-1	-0.1	3	3	i	-8
Cc1cc(C(F)(F)F)nn1C(=O)c1cccnc1Cl	-3	0	-10	-3	0.3	8	2	i	-1
Cc1ccc(C(=O)N(C)CC(=O)Nc2ccc(F)c(F)c2F)o1	0	-1	5	-1	0.7	-4	0	i	0
CCOc1ccc(-n2nc3c(SCCN4CCCC4)nnc(C)c3c2C)cc1	-11	-302	14	-7	0.5	-14	-4	i	0
CCCCNC(=O)C12CCC(C)(C(=O)C1Br)C2(C)C (configuration not stated)	-13	2	4	-7	-1.2	-7	4	i	-2
CN(C(=O)c1ccc(NC(=O)Cc2ccccc2)cc1)c1ccccc1	-2	0	1	-3	0.7	-6	3	i	10
O=c1oc(CCO)cc2ccc(Br)cc12	-7	-2	-4	-8	2.5	5	4	i	-10
COc1cc(OC)cc(C(=O)N[C@H](C(=O)N2CCc3ccccc32)C(C)C)c1	16	0	-7	1	1.6	-1	-42	i	-9
CCC1(C)Cc2c(sc3nc(SCC(=O)O)[nH]c(=O)c23)CO1 (configuration not stated)	-6	0	19	-3	0.8	12	12	i	-10
CSCC[C@H](NC(=O)c1cccnc1)c1nnc2ccccn12	-6	3	-10	-1	-0.6	11	0	i	-5
CCN1CCN(Cc2ccc(NC(=O)c3cc(NC(=O)c4cncc(-c5ccc(C#N)cc5)c4)cc(OC)c3)cc2C(F)(F)F)CC1	0&2	-5&0	11&7	1&-2	0.3	3&18	-4&7	i	-2&-5
CN(CCN(C)C(C)(C)C)C(=O)C(c1ccccc1)c1ccccc1	-1	-2	8	-9	-1.1	-5	1	i	1

Compound profiles, as listed above. Order of values: FAS TE block	Rin1 Abl inh	SKN-1 block	MsrA act	MsrA inh	NRP1-CendR mod	MT1-MMP act inh	Neddyl block	E coli Lon inh
O=c1oc(CCO)cc2ccc(Br)cc12 is listed as -7	-2	-4	-8	2.5	5	4	i	-10
COc1cc(OC)cc(C(=O)N[C@H](C(=O)N2CCc3ccccc32)C(C)C)c1 is listed as 16	0	-7	1	1.6	-1	-42	i	-9

Compound activity as filed in PubChem BioAssay.
